High-throughput results deposited in PubChem by Sanford-Burnham Center for Chemical Genomics.
Mdm2-MdmX inh: inhibitors of human Mdm2/MdmX interaction | hit rate 3% among 330,000 | SaOS-2 split-luciferase Mdm2/MdmX complementation, luminescence | inhibition, % at 8 µM | O15151+Q00987;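 active means inhibition of at least 50% at 8 µM in the primary screen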
Target sequence (O15151 whole entry, looked up): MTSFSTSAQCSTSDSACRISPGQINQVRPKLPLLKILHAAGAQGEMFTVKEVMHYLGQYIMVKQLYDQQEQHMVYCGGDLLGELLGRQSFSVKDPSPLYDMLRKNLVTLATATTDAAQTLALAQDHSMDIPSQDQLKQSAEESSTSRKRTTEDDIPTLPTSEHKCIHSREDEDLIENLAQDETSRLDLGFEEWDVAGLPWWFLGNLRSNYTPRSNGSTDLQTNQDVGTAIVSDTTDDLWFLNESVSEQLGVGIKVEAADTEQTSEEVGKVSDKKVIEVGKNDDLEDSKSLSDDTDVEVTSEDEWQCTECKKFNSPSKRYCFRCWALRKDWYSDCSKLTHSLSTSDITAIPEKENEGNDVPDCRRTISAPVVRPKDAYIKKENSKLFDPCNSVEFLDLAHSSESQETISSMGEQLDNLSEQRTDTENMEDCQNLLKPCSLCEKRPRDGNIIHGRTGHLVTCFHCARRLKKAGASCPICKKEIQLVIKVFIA
Target sequence (Q00987 whole entry, looked up): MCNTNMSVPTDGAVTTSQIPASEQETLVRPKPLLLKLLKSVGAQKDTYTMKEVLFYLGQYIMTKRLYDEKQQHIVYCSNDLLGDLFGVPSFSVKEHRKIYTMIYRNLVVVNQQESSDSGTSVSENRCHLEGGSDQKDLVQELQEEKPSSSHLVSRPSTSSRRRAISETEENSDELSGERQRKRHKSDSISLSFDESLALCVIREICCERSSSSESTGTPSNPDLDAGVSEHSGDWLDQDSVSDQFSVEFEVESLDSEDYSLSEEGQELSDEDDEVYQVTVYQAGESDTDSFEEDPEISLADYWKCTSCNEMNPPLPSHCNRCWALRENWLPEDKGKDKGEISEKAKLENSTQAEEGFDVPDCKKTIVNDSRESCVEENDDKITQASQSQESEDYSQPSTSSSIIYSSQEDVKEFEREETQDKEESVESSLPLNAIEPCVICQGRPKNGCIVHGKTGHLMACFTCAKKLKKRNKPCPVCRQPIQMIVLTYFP
XBP1 UPR activ: adaptive UPR (XBP1) activation; CHO-XBP1 luciferase reporter, IRE1-XBP1 UPR activation, luminescence; percent of tunicamycin response, DMSO as zero; activation, % at 20 µM; hit rate 0.33% among 330,000;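 active means versus positive control, 20 µM dose yields 30% or more activation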;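 further: 100% = tunicamycin at 10 µg/mL and 0% = DMSO only wells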
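Assay system: CHO-XBP1 luciferase reporter cells; Schedule: 6 h treatment, 37 °C; Detection: glow luminescence from Steady-Glo reagent; Benchmarks: high control tunicamycin 10 µg/mL final, low control DMSO vehicle only.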
TIM10 inh: inhibits growth of TIM10 yeast strain | AID 463195 | hit rate 1.4% among 330,000 | inhibition, % at 10 µM | S. cerevisiae TIM10 strain growth, BacTiter-Glo luminescence, 24 h;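 active means inhibition of 40% or more at the single tested concentration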;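 further: wild-type TIM10 isogenic control strain grown at permissive 25 °C; 0% = DMSO yeast wells and 100% = minimal medium wells without yeast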
tim10-1 inh: inhibits growth of tim10-1 mutant yeast. S. cerevisiae tim10-1 ts strain growth, BacTiter-Glo, 24 h. inhibition, % at 20 µM. hit rate 2.2% among 330,000. AID 463190;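 active means inhibition of at least 40%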;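 further: mutant grown at 25 °C; 0% = DMSO wells with yeast and 100% = wells holding no yeast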
697 NFkB inh: inhibitors of the PMA/ionomycin-induced NF-kB reporter in 697 B cells. hit rate 0.33% among 330,000. 697 B-cell NF-kB luciferase reporter, 16 h. inhibition, % at 4 µM; in the data active means inhibition above about 35%
Jurkat NFkB inh: inhibitors of the PMA/ionomycin-induced NF-kB reporter in Jurkat cells; PMA/ionomycin-induced NF-kB luciferase reporter, luminescence; inhibition, % at 4 µM; hit rate 0.53% among 330,000; AID 435003; in the data active means inhibition above about 50%
UPR CHOP act: apoptotic UPR (CHOP) activation | hit rate 0.34% among 330,000 | AID 449763 | CHO-CHOP luciferase reporter, luminescence; percent of tunicamycin response over DMSO baseline | activation, % at 10 µM;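 active means at 10 µM dose, activation of 40% or more, normalized to positive control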;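 further: 100% = tunicamycin at 10 µg/mL and 0% = DMSO alone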
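Test system: CHO-CHOP cells, stable luciferase reporter of PERK-eIF2a-CHOP signalling | Quantity: 500 CHO-CHOP cells per well | Buffer or medium: F12 plus 10% serum | Compound dosing: 10 µM single point, 0.5% DMSO | Schedule: 6 h compound treatment, 37 °C | Signal: Luciferase luminescence | Control set: Tunicamycin high control, DMSO low control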
tim23-1 inh: tim23-1 yeast growth inhibition | S. cerevisiae tim23-1 growth, BacTiter-Glo luminescence, 24 h | hit rate 1.3% among 330,000 | inhibition, % at 20 µM;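 active means growth inhibition of the mutant yeast at or above 50%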;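 further: temperature-sensitive mutant grown at 25 °C; plate controls were DMSO-treated mutant yeast for no effect and medium wells lacking yeast for full effect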
The depositor's hits bear a star.

The first 3 entries, ahead of the listing:
Results for C=CCN1C(=O)/C(=C\c2ccco2)C(C(=O)OC)=C1C ?
Mdm2-MdmX inh: 16.2; XBP1 UPR activ: 2.1; TIM10 inh: -20.0; tim10-1 inh: -23.0; 697 NFkB inh: 15.1; Jurkat NFkB inh: 7.2; UPR CHOP act: 1.0; tim23-1 inh: 25.4

How did Cn1c(CN2CCCCC2)nc2cc(NC(=O)c3ccc(F)cc3)ccc21 do in these assays?
Mdm2-MdmX inh: 20.3; XBP1 UPR activ: -0.8; TIM10 inh: 4.4; tim10-1 inh: 17.5; 697 NFkB inh: -50.4; Jurkat NFkB inh: 15.6; UPR CHOP act: 0.0; tim23-1 inh: -4.2

Results for COc1ccc(Cc2cc(-c3ccc(F)cc3)n[nH]c2=O)cc1 ?
Mdm2-MdmX inh: 21.5; XBP1 UPR activ: 1.0; TIM10 inh: 15.2; tim10-1 inh: 0.8; 697 NFkB inh: -13.3; Jurkat NFkB inh: -2.2; UPR CHOP act: -0.1; tim23-1 inh: 20.2

The list itself, from the first entry:
Results for C=CCN1C(=O)/C(=C\c2ccco2)C(C(=O)OC)=C1C ?
Mdm2-MdmX inh: 16.2; XBP1 UPR activ: 2.1; TIM10 inh: -20.0; tim10-1 inh: -23.0; 697 NFkB inh: 15.1; Jurkat NFkB inh: 7.2; UPR CHOP act: 1.0; tim23-1 inh: 25.4

How did Cn1c(CN2CCCCC2)nc2cc(NC(=O)c3ccc(F)cc3)ccc21 do in these assays?
Mdm2-MdmX inh: 20.3; XBP1 UPR activ: -0.8; TIM10 inh: 4.4; tim10-1 inh: 17.5; 697 NFkB inh: -50.4; Jurkat NFkB inh: 15.6; UPR CHOP act: 0.0; tim23-1 inh: -4.2

Results for COc1ccc(Cc2cc(-c3ccc(F)cc3)n[nH]c2=O)cc1 ?
Mdm2-MdmX inh: 21.5; XBP1 UPR activ: 1.0; TIM10 inh: 15.2; tim10-1 inh: 0.8; 697 NFkB inh: -13.3; Jurkat NFkB inh: -2.2; UPR CHOP act: -0.1; tim23-1 inh: 20.2

How did O=C1CCCC(O)=C1N=Nc1ccc(S(=O)(=O)N2CCOCC2)cc1 do in these assays?
Mdm2-MdmX inh: 3.5; XBP1 UPR activ: -0.1; TIM10 inh: -2.7; tim10-1 inh: 4.1; 697 NFkB inh: 24.2; Jurkat NFkB inh: -2.2; UPR CHOP act: -1.0; tim23-1 inh: 11.4

How did Cc1nn(C)cc1/C=N\NC(=O)Cc1ccc([N+](=O)[O-])cc1 do in these assays?
Mdm2-MdmX inh: 10.9; XBP1 UPR activ: -0.1; TIM10 inh: -11.4; tim10-1 inh: -0.9; 697 NFkB inh: -7.7; Jurkat NFkB inh: -9.0; UPR CHOP act: -0.5; tim23-1 inh: -1.1

How did O=C(NCC1CCCO1)c1cccc(NC(=O)c2cccs2)c1 (centres undefined) do in these assays?
Mdm2-MdmX inh: -2.6; XBP1 UPR activ: 0.6; TIM10 inh: 8.8; tim10-1 inh: 16.3; 697 NFkB inh: -37.5; Jurkat NFkB inh: -8.6; UPR CHOP act: 0.3; tim23-1 inh: 16.4

What do the screens show for `CCOc1ncccc1C(=O)N(CC)CC(=O)NCc1ccc(Cl)cc1`?
Mdm2-MdmX inh: -15.7; XBP1 UPR activ: 4.4; TIM10 inh: 6.6; tim10-1 inh: -7.6; 697 NFkB inh: 17.8; Jurkat NFkB inh: 2.6; UPR CHOP act: 0.2; tim23-1 inh: 8.3

Results for COC(=O)C1NN=C(C(=O)c2ccccc2)C1c1ccccc1 (centres undefined) ?
Mdm2-MdmX inh: 9.1; XBP1 UPR activ: -0.5; TIM10 inh: 9.3; tim10-1 inh: 20.1; 697 NFkB inh: -148.4; Jurkat NFkB inh: -12.2; UPR CHOP act: 1.3; tim23-1 inh: 15.5

Results for O=C(O)C1CCN(S(=O)(=O)c2cccc3cccnc23)CC1 ?
Mdm2-MdmX inh: 9.3; XBP1 UPR activ: -1.1; TIM10 inh: -9.4; tim10-1 inh: 13.3; 697 NFkB inh: 20.4; Jurkat NFkB inh: 21.7; UPR CHOP act: -1.6; tim23-1 inh: 13.4

How did O=C(Nc1ccccc1C(F)(F)F)c1cc(-c2ccc(O)cc2)on1 do in these assays?
Mdm2-MdmX inh: -32.3; XBP1 UPR activ: 6.6; TIM10 inh: 18.6; tim10-1 inh: 21.5; 697 NFkB inh: -7.9; Jurkat NFkB inh: -35.1; UPR CHOP act: 5.1; tim23-1 inh: 30.5

What do the screens show for `Cc1ccc(S(=O)(=O)NCC2CCC(C(=O)NCc3ccco3)CC2)cc1` (centres undefined)?
Mdm2-MdmX inh: 21.0; XBP1 UPR activ: -1.9; TIM10 inh: 9.8; tim10-1 inh: 1.4; 697 NFkB inh: 8.8; Jurkat NFkB inh: 7.5; UPR CHOP act: -2.3; tim23-1 inh: 9.2

Results for COc1ccc(N(CC(=O)Nc2ccccc2C(=O)N2CCCC2)S(C)(=O)=O)cc1 ?
Mdm2-MdmX inh: 18.0; XBP1 UPR activ: -1.9; TIM10 inh: 5.3; tim10-1 inh: -1.5; 697 NFkB inh: 26.9; Jurkat NFkB inh: 8.8; UPR CHOP act: -1.3; tim23-1 inh: 7.9

What do the screens show for `Nc1cc(Cl)nc(N/N=C/c2ccccc2[N+](=O)[O-])n1`?
Mdm2-MdmX inh: -71.4; XBP1 UPR activ: 7.4; TIM10 inh: 10.1; tim10-1 inh: 14.8; 697 NFkB inh: -59.6; Jurkat NFkB inh: -54.0; UPR CHOP act: 5.6; tim23-1 inh: 13.9

Results for Cc1cc(-c2ccccc2)n[nH]1 ?
Mdm2-MdmX inh: 3.1; XBP1 UPR activ: -4.9; TIM10 inh: -6.7; tim10-1 inh: 8.1; 697 NFkB inh: -0.2; Jurkat NFkB inh: -16.7; UPR CHOP act: -2.6; tim23-1 inh: 9.7

Results for COc1cc(/C=C2/C(=N)N3C(c4ccccc4)=CSC3=NC2=O)ccc1OCC(=O)O ?
Mdm2-MdmX inh: -6.2; XBP1 UPR activ: 1.3; TIM10 inh: 16.3; tim10-1 inh: 10.0; 697 NFkB inh: -3.6; Jurkat NFkB inh: -7.8; UPR CHOP act: 2.3; tim23-1 inh: 21.8

How did CCOc1ccc(C(=O)NCCn2cc(SCC(=O)Nc3cc(C)on3)c3ccccc32)cc1 do in these assays?
Mdm2-MdmX inh: 3.4; XBP1 UPR activ: -1.8; TIM10 inh: 12.0; tim10-1 inh: 1.5; 697 NFkB inh: -40.6; Jurkat NFkB inh: -7.8; UPR CHOP act: 1.4; tim23-1 inh: -7.1

How did COc1cc(NC(=O)C/C(C)=N/NC(=O)Cc2ccccc2)c(OC)cc1Cl do in these assays?
Mdm2-MdmX inh: -8.6; XBP1 UPR activ: 1.2; TIM10 inh: 24.9; tim10-1 inh: 5.9; 697 NFkB inh: 9.0; Jurkat NFkB inh: 3.6; UPR CHOP act: 1.2; tim23-1 inh: 15.9

Results for Cc1ccc(NC(=S)N(CCN2CCCCC2)Cc2ccco2)cc1 ?
Mdm2-MdmX inh: -30.7; XBP1 UPR activ: -0.5; TIM10 inh: 6.7; tim10-1 inh: 15.8; 697 NFkB inh: 9.7; Jurkat NFkB inh: 6.0; UPR CHOP act: 2.2; tim23-1 inh: 9.6

How did COC(=O)c1ccc(-n2nnnc2SCc2ccccc2OC)cc1 do in these assays?
Mdm2-MdmX inh: -11.0; XBP1 UPR activ: -2.8; TIM10 inh: 24.5; tim10-1 inh: 25.4; 697 NFkB inh: 7.3; Jurkat NFkB inh: 5.2; UPR CHOP act: -2.7; tim23-1 inh: 28.6

How did CCCN1c2cccc3cccc(c23)S1(=O)=O do in these assays?
Mdm2-MdmX inh: 10.1; XBP1 UPR activ: 0.8; TIM10 inh: -17.5; tim10-1 inh: 30.9; 697 NFkB inh: -25.1; Jurkat NFkB inh: -9.0; UPR CHOP act: 2.6; tim23-1 inh: 21.4

How did COc1ccccc1CNC(=O)c1nccnc1CO do in these assays?
Mdm2-MdmX inh: -22.3; XBP1 UPR activ: 0.8; TIM10 inh: 8.3; tim10-1 inh: 1.5; 697 NFkB inh: 4.8; Jurkat NFkB inh: -17.6; UPR CHOP act: 1.9; tim23-1 inh: 9.5

How did CN1CCN(C2=C(Cl)C(=O)N(CCc3ccccc3)C2=O)CC1 do in these assays?
Mdm2-MdmX inh: 9.6; XBP1 UPR activ: 0.2; TIM10 inh: 6.2; tim10-1 inh: 13.2; 697 NFkB inh: -38.0; Jurkat NFkB inh: -36.9; UPR CHOP act: 2.0; tim23-1 inh: 27.2

What do the screens show for `NC(=O)C1(N2CCCCC2)CCN(C2CC(=O)NC2=O)CC1` (centres undefined)?
Mdm2-MdmX inh: 6.2; XBP1 UPR activ: -7.0; TIM10 inh: -2.8; tim10-1 inh: -10.0; 697 NFkB inh: 14.7; Jurkat NFkB inh: 5.8; UPR CHOP act: -0.7; tim23-1 inh: 12.6

What do the screens show for `COC(=O)c1c(NC(=O)C(=O)N2CCCCC2)sc2c1CC(C)(C)OC2`?
Mdm2-MdmX inh: 2.7; XBP1 UPR activ: -7.9; TIM10 inh: -0.8; tim10-1 inh: 8.1; 697 NFkB inh: -6.3; Jurkat NFkB inh: -8.8; UPR CHOP act: 0.1; tim23-1 inh: 21.1

What do the screens show for `COC(=O)Cc1c(C)c2ccc(OCC(=O)N3CCCC3)c(C)c2oc1=O`?
Mdm2-MdmX inh: -1.9; XBP1 UPR activ: -1.0; TIM10 inh: -8.9; tim10-1 inh: -1.2; 697 NFkB inh: 10.5; Jurkat NFkB inh: 13.2; UPR CHOP act: -4.2; tim23-1 inh: 3.5

What do the screens show for `COc1ccc(CCC(=O)NCC2CCCCC2)cc1OC`?
Mdm2-MdmX inh: -21.1; XBP1 UPR activ: 1.1; TIM10 inh: -2.7; tim10-1 inh: -2.8; 697 NFkB inh: 12.7; Jurkat NFkB inh: -2.1; UPR CHOP act: 2.0; tim23-1 inh: 10.3

What do the screens show for `C=CCNC(=S)Nc1ccc(N(C)C)cc1`?
Mdm2-MdmX inh: -27.0; XBP1 UPR activ: 0.2; TIM10 inh: -16.3; tim10-1 inh: 11.3; 697 NFkB inh: -49.6; Jurkat NFkB inh: -30.6; UPR CHOP act: 0.6; tim23-1 inh: 11.2

Results for CCCCN(C(=O)CNC(=O)c1cccs1)C(C(=O)NC1CCCC1)c1ccncc1 (centres undefined) ?
Mdm2-MdmX inh: 17.2; XBP1 UPR activ: 1.3; TIM10 inh: -0.5; tim10-1 inh: 9.5; 697 NFkB inh: 18.0; Jurkat NFkB inh: 12.2; UPR CHOP act: -1.2; tim23-1 inh: 8.3

Results for NS(=O)(=O)c1cccnc1Nc1ccc(Cl)c(Cl)c1 ?
Mdm2-MdmX inh: 7.6; XBP1 UPR activ: -1.9; TIM10 inh: 12.4; tim10-1 inh: 24.7; 697 NFkB inh: -0.9; Jurkat NFkB inh: -2.5; UPR CHOP act: 2.2; tim23-1 inh: 27.7

How did CS(=O)(=O)N1CCC(C(=O)c2cccc(Cl)c2)CC1 do in these assays?
Mdm2-MdmX inh: -6.8; XBP1 UPR activ: -1.6; TIM10 inh: -1.9; tim10-1 inh: 10.1; 697 NFkB inh: 19.6; Jurkat NFkB inh: 8.1; UPR CHOP act: 0.4; tim23-1 inh: 4.8

What do the screens show for `CCOC(=O)/C(=C\Nc1ccc(OC(F)(F)F)cc1)Sc1ncc(C(F)(F)F)cc1Cl`?
Mdm2-MdmX inh: 16.6; XBP1 UPR activ: -0.8; TIM10 inh: -6.3; tim10-1 inh: 8.6; 697 NFkB inh: 9.8; Jurkat NFkB inh: -6.0; UPR CHOP act: -1.4; tim23-1 inh: 8.1

What do the screens show for `COc1cc(C[C@@H](CO)[C@H](CO)Cc2ccc(O)c(OC)c2)ccc1O`?
Mdm2-MdmX inh: 3.4; XBP1 UPR activ: -3.2; TIM10 inh: -6.7; tim10-1 inh: 5.2; 697 NFkB inh: -1.3; Jurkat NFkB inh: 1.1; UPR CHOP act: -0.7; tim23-1 inh: -0.2
